# Assay outcomes deposited in PubChem by National Center for Advancing Translational Sciences (NCATS).
# Tau FP inhib = blocks human tau fibril formation measured by polarization | K18 P301L tau heparin fibrillization, Alexa594 FP, 6 h | Potency, µM (highest dose often 57.7 µM), without a hit: top-dose activity, negative = inhibition, usual class: inhibitors | 0.39% of 280,000 active | AID 1468; also: nearly all actives have a fitted effect of over 55% in size
# Target sequence (P10636 561-689 P618L limits assumed): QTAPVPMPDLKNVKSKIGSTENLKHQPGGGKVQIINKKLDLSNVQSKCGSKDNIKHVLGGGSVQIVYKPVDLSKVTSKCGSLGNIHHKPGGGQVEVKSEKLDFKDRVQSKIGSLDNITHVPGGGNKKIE
#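 Read-out: fluorescence polarization of Alexa 594-labeled tau (0.24 uM), 555 nm excitation, 632 nm emission. Mixtures held 15 uM unlabeled K18 P301L, compound and 20 uM heparin, pH 7 acetate buffer, incubated 6 hr at 37 C.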
# Tau fluor cs = counter-screen for tau fibril formation inhibitors | AID 1463 | tau K18 P301L Alexa594 fluorescence, heparin fibrillization | 0.93% of 280,000 active | Potency, µM (titrated, usually from 57.7 µM), inactives show at the top dose activity change, negative = decrease; also: nearly all actives have a fitted effect of over 55% in size
#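 Human tau K18 P301L (15 uM unlabeled, 0.24 uM Alexa 594-labeled) in 100 mM sodium acetate pH 7 with 20 uM heparin, 6 hr at 37 C. ThT 30 uM added, 1 hr ambient; Alexa 594 FP and total fluorescence read at 555/632 nm.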
# L3MBTL1 block = L3MBTL1 (human) inhibition; Q9Y468; AlphaScreen L3MBTL1–H3K9me1 peptide binding; Potency, µM (series often up to 57.1 µM), for inactives: at the highest dose activity, negative = inhibition, hits mostly inhibitors; 0.66% of 230,000 active; AID 485360; also: nearly all actives have a fitted effect of over 60% in size
#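 AlphaScreen proximity signal between nickel-chelate acceptor and streptavidin donor beads (final 10 ug/mL) reports binding of 50 nM L3MBTL1 to 75 nM biotin-H3 K9me1 peptide; complex incubated with compounds 30 min at room temperature; cefsulodin titration as control.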
# TRb-SRC2 inh = TRbeta-SRC2 interaction inhibition | P10828 | TRbeta-SRC2 peptide binding, fluorescence polarization; receptor liganded with 1 µM T3 | Potency, µM (highest dose often 106 µM), for the others: top-dose activity change, negative = inhibition, actives largely listed as inhibitors | 0.065% of 280,000 active;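 also: plate controls were bound peptide for no effect and peptide without receptor for full effect; nearly all actives have a fitted effect of over 50% in size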
#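 Polarization signal, normalized between peptide-alone and full complex controls, measured compound effects on T3-liganded human TRb LBD (0.6 uM) binding 20 nM Texas Red SRC2 peptide after 5 hr.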
# GLA spleen mod = inhibits or activates alpha-galactosidase in human spleen homogenate | P06280 | human spleen homogenate, 4MU-alpha-Gal fluorescence, 40 min | Potency, µM (highest dose often 80 µM), for inactives: at the highest dose activity change, negative = inhibition, most hits filed as inhibitors | 0.008% of 240,000 active | AID 2107;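 also: 0% = enzyme with vehicle and -100% = no enzyme basal signal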
# Target sequence (P06280 32-429 limits assumed): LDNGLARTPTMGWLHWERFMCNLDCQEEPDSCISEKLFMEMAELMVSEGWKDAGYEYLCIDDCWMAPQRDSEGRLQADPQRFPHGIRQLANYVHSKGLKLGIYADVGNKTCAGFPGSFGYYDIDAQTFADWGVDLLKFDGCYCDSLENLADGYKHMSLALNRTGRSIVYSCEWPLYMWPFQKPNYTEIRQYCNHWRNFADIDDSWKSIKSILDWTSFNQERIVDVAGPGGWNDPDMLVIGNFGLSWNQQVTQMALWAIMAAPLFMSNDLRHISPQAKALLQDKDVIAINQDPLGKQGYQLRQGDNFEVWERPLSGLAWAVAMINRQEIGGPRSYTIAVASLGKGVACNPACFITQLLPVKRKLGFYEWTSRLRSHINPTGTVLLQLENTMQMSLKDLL
#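 Human spleen homogenate (1 ug) was the enzyme source, with 4-methylumbelliferyl-alpha-D-galactopyranoside (1 mM final) in pH 5.0 citrate buffer with 0.01% Tween-20. Compounds were titrated; after 40 min at 37C, NaOH/glycine stop, 4-MU fluorescence read; AC50 from Hill fits.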
# Tau fibril ThT = blocks human tau fibril formation measured by thioflavin T. P10636. recombinant tau K18 P301L, heparin-induced fibrillization, ThT fluorescence. Potency, µM (top dose mostly 57.4 µM), for inactives: at the top dose activity, negative = inhibition, usual class: inhibitors. 2.1% of 270,000 active; also: nearly all actives have a fitted effect of over 55% in size
#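 Using a mix of unlabeled (15 uM) and Alexa 594-labeled (0.24 uM) tau K18 P301L, heparin-triggered fibrillization over 6 hr at 37 C was scored by ThT fluorescence.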
# ALDH1A1 block = blocks purified human ALDH1A1 activity. P00352. Purified ALDH1A1, NADH fluorescence, propionaldehyde substrate. Potency, µM (series often up to 75.3 µM), for the others: top-dose activity, negative = inhibition, hits mostly inhibitors. 7.3% of 220,000 active; active = well fitted inhibition curve with a large enough effect, not every such curve was filed as active; inconclusive = small, poorly fitted or top-dose-only effect, or another doubt; inactive = no such curve, though single readings can be large or run the other way;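 also: plate controls were no enzyme wells and a reference inhibitor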
# Target sequence (P00352 whole entry, looked up): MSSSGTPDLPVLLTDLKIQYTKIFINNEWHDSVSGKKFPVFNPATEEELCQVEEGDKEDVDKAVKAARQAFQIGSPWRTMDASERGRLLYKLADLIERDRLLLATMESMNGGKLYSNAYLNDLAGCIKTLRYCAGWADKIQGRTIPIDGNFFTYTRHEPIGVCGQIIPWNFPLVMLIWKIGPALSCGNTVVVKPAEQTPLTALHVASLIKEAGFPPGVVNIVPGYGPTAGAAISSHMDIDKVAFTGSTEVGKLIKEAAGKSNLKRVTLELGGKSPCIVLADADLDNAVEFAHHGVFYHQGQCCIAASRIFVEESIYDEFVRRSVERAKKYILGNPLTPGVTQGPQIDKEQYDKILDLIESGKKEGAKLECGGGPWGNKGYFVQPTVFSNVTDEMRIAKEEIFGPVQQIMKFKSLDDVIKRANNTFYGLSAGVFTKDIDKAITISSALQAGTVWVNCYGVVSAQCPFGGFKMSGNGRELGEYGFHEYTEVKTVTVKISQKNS
# TR SRC2 fluor cs = counter-screen for TRb-SRC2 inhibitors: fluorescence interference; 0.29% of 280,000 active; Potency, µM (highest dose often 106 µM), inactives show at the top dose fluorescence change, negative = quenching; TRb/SRC2 Texas Red total fluorescence interference; AID 1479; active = well fitted curve in either direction with a large enough effect; inconclusive = small, poorly fitted or top-dose-only effect
#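 Human TRb ligand-binding domain at 0.6 uM with 20 nM Texas Red SRC2 peptide in Tris buffer containing 1 uM T3 and 5% DMSO, incubated with compound 5 h at ambient temperature. Total fluorescence (555/632 nm) calculated as parallel + 2 × perpendicular.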
# * hit, by the source's call; ? = inconclusive; nt = not tested or not shown; [ ] = another dose, or the depositor's remark. Unless noted, calls follow the shape of the dose curve; as a rule, active = well fitted curve in the direction sought with a large enough effect; inconclusive = small, poorly fitted or top-dose-only effect, or another doubt; inactive = no such curve, though single readings can be large; an effect the other way counts as inactive or inconclusive. Unless noted, % is scaled to controls: 0 for no effect and ±100 for the full control effect; potency is read from the fitted curve at half-maximal effect.
Compound	Tau fibril ThT	L3MBTL1 block	GLA spleen mod	Tau FP inhib	TRb-SRC2 inh	ALDH1A1 block	TR SRC2 fluor cs	Tau fluor cs
COC(=O)Cc1ccc(NC(=S)NCCSc2ccc(Cl)cc2)cc1	-14.0%	-6.4%	-3.3%	?	6.7%	nt	-1.3%	7.94µM*[quencher]
CC(C)OCCCn1c(-c2ccco2)nc2nc3ccccc3nc21	-12.0%	1.2%	?	-0.4%	1.7%	?	-8.3%	-5.9%
COc1ccc(S(=O)(=O)c2c(O)c(C)cc(NC(=O)c3ccccc3)c2C(C)C)cc1	1.4%	nt	nt	-0.7%	-1.4%	nt	2.6%	-8.9%
COC(=O)C(O)(CC(=O)Nc1ccc(Cl)cc1F)C(F)(F)F (centres undefined)	-4.5%	9.8%[11.4 µM]	-0.9%	-0.8%	9.5%	9.9%	2.4%	2.8%
N#Cc1ccc(N/N=C/c2cn(-c3ccccc3)nc2-c2ccccc2)c([N+](=O)[O-])c1	7.7%	-4.5%	7.1%	0.6%	-4.9%	9.5%	-4.1%	-0.4%
C=CCNC(=O)C1CCN(S(=O)(=O)c2ccccc2)CC1	-7.6%	0.1%	-11.4%	-1.4%	0.1%	-7.4%	-0.7%	4.3%
CCc1nc(SCC(=O)N2CC(=O)Nc3ccccc32)c2c(C)c(C)sc2n1	-8.6%	6.5%	3.2%	-1.3%	0.9%	-14.5%	-2.0%	2.9%
COc1ccc(-c2coc3c(O)c(OC)ccc3c2=O)cc1	?	nt	1.0%	5.7%	-12.7%	?	?	-14.1%
O=S(=O)(Nc1ccc(Cl)cc1)c1ccc(N2CCOCC2)c(NC(=S)NC2CC2)c1	-12.4%	-14.1%	2.2%	-8.3%	-14.4%	8.91µM*	-0.2%	-10.4%
CCOC(=O)Nc1ccc(NS(=O)(=O)c2ccc(C)cc2)cc1	-2.1%	0.8%	-1.8%	1.4%	-11.2%	?	0.9%	-4.1%
CCC(C)C1/C=C\CCCC(=O)N1Cc1ccc(C)cc1 (centres undefined)	-11.5%[81.4 µM]	nt	-15.5%[119 µM]	-1.7%[81.3 µM]	2.5%	-7.2%	-1.6%	-6.1%[81.3 µM]
O=C1OC(c2cccs2)=N/C1=C/c1ccc(-c2cccc(C(=O)O)c2)o1	?	0.562µM*	-7.4%	-1.6%	0.5%	5.0%	-5.0%	0.2%
Cc1cc(C(=O)N/N=C/c2c(C)nn(-c3ccccc3)c2Cl)n[nH]1	?	4.2%	-10.5%	-5.9%	0.9%	nt	-3.3%	-19.4%
O=C(CN1C(=O)c2ccc([N+](=O)[O-])cc2C1=O)NCc1ccco1	-3.4%	5.5%[11.4 µM]	-8.9%	1.1%	-2.6%	-0.6%	-0.3%	-0.2%
Cn1c(SCC(=O)C(C)(C)C)nnc1-c1ccc(F)cc1	-1.5%	nt	-11.3%	8.0%	-1.7%	?	-5.1%	4.4%
COc1cc(/C=N/NC(=O)CCC(=O)Nc2ccc(C)cc2)ccc1O	-9.9%	-14.6%	8.5%	1.5%	-0.3%	-11.9%	0.0%	-0.2%
Cc1c(C(=O)N2CCOCC2)sc(NC(=O)Cc2ccccc2)c1C#N	-3.0%	9.6%	-4.7%	0.5%	2.9%	1.5%	-0.1%	0.2%
CCOC(=O)c1cnc(-n2nc(C)cc2C)nc1N(CC)CC	-7.6%	nt	1.8%	-11.1%	4.8%	5.8%	-7.2%	-3.8%
O=C(NCC1CCCO1)c1onc(CSc2cccc3ccccc23)c1C(=O)O (centres undefined)	-1.0%	2.4%	-3.5%	3.1%	-2.0%	-8.1%	0.7%	3.1%
CC(C)(C)c1ccc(-c2n[nH]c(=S)n2/N=C/c2ccncc2)cc1	-4.1%	-7.2%	6.7%	0.2%	3.1%	0.5%	0.9%	-4.1%
CCOC(=O)C1(Cc2cccc(OC)c2)CCN(Cc2cccc(OC)c2OC)CC1	-3.5%	-7.0%	-23.9%	-2.5%	2.6%	-9.6%	-0.3%	-2.4%
COc1c(N2CCN(C(=S)Nc3ccccc3F)C(C)C2)c(F)cc2c(=O)c(C(=O)O)cn(C3CC3)c12 (centres undefined)	-8.6%	3.3%	-1.0%	2.4%	4.5%	nt	1.6%	-0.2%
CC(C)N(C1=N/C(=C\c2ccco2)C(=O)N1c1ccccc1)C(C)C	?	nt	6.9%	-7.0%	-3.5%	?	4.4%	-23.7%
CCCCOc1cccc(-c2nnc(N)s2)c1	-11.0%	5.7%	6.2%	2.6%	0.1%	1.1%	1.3%	-10.8%
Cc1ccccc1OC(=O)c1nc(SCc2ccccc2F)ncc1Cl	-11.6%	nt	nt	1.5%	2.9%	nt	-1.1%	-9.3%
Cc1ccc2nc(CSc3nc(C)cc(C)c3C#N)[nH]c2c1	12.6µM*	4.1%	29.6%	?	-12.6%	?	-3.3%	?
COc1ccc(N2Nc3n[nH]c(N)c3N2)cc1	8.91µM*	-5.5%	-7.2%	12.1%	-7.8%	-4.1%	-6.7%	?
CCOc1ccccc1NC(=O)C(Sc1nnc2ccccn12)c1ccccc1 (centres undefined)	-3.7%	-4.3%	3.8%	-2.2%	1.4%	-0.4%	0.7%	-6.9%
O=C(Nc1c(C(=O)N2CCN(c3ccccc3F)CC2)oc2ccccc12)c1ccccc1F	-5.8%	nt	nt	?	-0.6%	nt	2.3%	-29.0%
C=CCSC1=N/C(=C/c2ccsc2)C(=O)N1c1ccccc1	-14.2%	46.5%[activator]	13.2%	-12.6%	-1.0%	?	-0.9%	-17.4%
Fc1ccc2c(c1)C(c1ccncc1)=NNC(c1cccnc1)=N2	-1.7%	-5.2%	7.8%	1.0%	-2.7%	-4.6%	-5.5%	1.1%
O=C(Nc1cccc(S(=O)(=O)N2CCCCC2)c1)Nc1ccc(Cl)cc1Cl	13.9%	-2.6%	6.5%	14.1µM*	4.6%	-6.8%	-2.5%	?
Cc1cccc(Cn2c(=O)n(Cc3ccco3)c(=O)c3ccccc32)c1	-15.3%	-8.0%	3.0%	-7.1%	-5.8%	?	-4.8%	-23.4%
O=C(CSc1nnc(-c2ccncc2)n1-c1ccccc1)N1CCN(c2ccc(Cl)cc2)CC1	?	nt	4.6%	-1.4%	8.8%	18.0%	-1.5%	-13.7%
Cc1[nH]n(-c2ccccc2)c(=O)c1N=Nc1ccccc1C(=O)N1CCCCC1	?	nt	2.3%	?	-4.7%	nt	-2.4%	-17.4%
Cc1oc2ccc(O)c(CN3CCN(Cc4ccccc4)CC3)c2c1C(=O)Nc1ccccc1	-16.9%	nt	nt	6.6%	-2.0%	nt	-16.6%	?
O=C1c2ccccc2C(=O)N1OCCOCCOCCBr	-9.4%	nt	-6.4%	-6.6%	-0.8%	?	-2.2%	-11.7%
Cn1cc(CNC(=O)Nc2ccc3c(c2)OCO3)cn1	-9.4%	-5.8%	0.0%	5.5%	-12.7%	4.7%	-0.8%	0.8%
COc1ccc(-c2nn(-c3ccccc3C)cc2CNCCc2cnc[nH]2)cc1F	-10.1%	-5.4%	-10.6%	-3.2%	2.1%	-1.4%	-0.9%	-12.0%
O=C(CSc1nc(-c2ccccc2)cs1)N1CCc2ccccc21	?	3.6%	4.1%	-4.4%	3.9%	11.5%	-4.4%	-19.8%
Clc1cc(Cl)c2nc(N3CCCCC3)sc2c1	-8.3%	48.2%[activator]	-0.5%	3.2%	-23.0%	22.4µM*	1.5%	-1.8%
C/C(=N\NC(=O)COc1ccc(C(C)(C)C)cc1)c1ccc(-n2ccnc2)cc1	?	-9.6%	-3.7%	-15.1%	0.2%	-2.0%	-7.5%	-21.7%
Cn1nc(C(F)(F)F)c(-c2cccc(C(F)(F)F)c2)c1NC(=O)Nc1ccc(F)cc1	-1.2%	-4.9%	2.9%	?	-7.0%	nt	-4.3%	-18.1%
C=CCn1c(SCc2cc(=O)n3ccsc3n2)nc2cc(Cl)ccc2c1=O	-13.9%	nt	2.0%	-3.8%	1.7%	?	-3.5%	-22.3%
CN1C(=O)N(c2ccccc2)C(Nc2nncs2)C1(C)C (centres undefined)	3.8%	2.4%	9.9%	1.5%	-3.4%	-5.5%	-4.2%	10.3%
O=C(O)COc1ccc(Cl)cc1CO	-3.9%	6.9%	4.7%	?	-0.6%	1.5%	-3.4%	-2.5%
Cc1ccc(-c2cc(C(=O)NN)n[nH]2)o1	?	-10.7%	8.4%	-2.5%	-1.1%	9.3%	-2.1%	-20.6%

# Six entries already listed, ordered by heavy-atom count, high to low:
Compound	Tau fibril ThT	L3MBTL1 block	GLA spleen mod	Tau FP inhib	TRb-SRC2 inh	ALDH1A1 block	TR SRC2 fluor cs	Tau fluor cs
COc1ccc(-c2nn(-c3ccccc3C)cc2CNCCc2cnc[nH]2)cc1F	-10.1%	-5.4%	-10.6%	-3.2%	2.1%	-1.4%	-0.9%	-12.0%
Cc1[nH]n(-c2ccccc2)c(=O)c1N=Nc1ccccc1C(=O)N1CCCCC1	?	nt	2.3%	?	-4.7%	nt	-2.4%	-17.4%
O=C(Nc1cccc(S(=O)(=O)N2CCCCC2)c1)Nc1ccc(Cl)cc1Cl	13.9%	-2.6%	6.5%	14.1µM*	4.6%	-6.8%	-2.5%	?
Cc1cccc(Cn2c(=O)n(Cc3ccco3)c(=O)c3ccccc32)c1	-15.3%	-8.0%	3.0%	-7.1%	-5.8%	?	-4.8%	-23.4%
O=C1c2ccccc2C(=O)N1OCCOCCOCCBr	-9.4%	nt	-6.4%	-6.6%	-0.8%	?	-2.2%	-11.7%
Cn1cc(CNC(=O)Nc2ccc3c(c2)OCO3)cn1	-9.4%	-5.8%	0.0%	5.5%	-12.7%	4.7%	-0.8%	0.8%

# This is a random part of the collection; 8.5% or so of the library scored in one or more.
